# High-throughput results from PubChem BioAssay.
# AMA1 RON2 block – AMA1-RON2 (P. falciparum) interaction inhibition; 0.2% of 360,000 active; Potency, µM (titrated, usually from 58.2 µM), inactives show at the top dose activity change, negative = inhibition, usual class: inhibitors; AlphaScreen AMA1-biotinylated RON2 peptide binding;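 also: potency is read from the fitted curve at half-maximal effect; 0% = vehicle wells and -100% = peptide control; nearly all actives have a fitted effect of over 45% in size; some results filed as inactive show a strong effect at the top dose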
#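 AMA1 (3D7) with his tag at 25 nM final met compounds first, then biotinylated RON2 peptide at 25 nM; detection used donor plus acceptor beads, 10 µg/mL apiece, read by AlphaScreen after 30 min at room temperature.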
# AmpC inh detg – inhibitors of E. coli AmpC beta-lactamase with detergent | P00811 | AmpC hydrolysis of nitrocefin, absorbance 480 nm, 0.01% Triton | Potency, µM (doses to about 114 µM), inactives show at the top dose activity change, negative = inhibition, usual class: inhibitors | 0.041% of 370,000 active | AID 485294;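 also: potency is read from the fitted curve at half-maximal effect; 0% = no-compound wells and -100% = no-enzyme wells; nearly all actives have a fitted effect of over 25% in size; some results filed as inactive show a strong effect at the top dose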
# Target sequence (P00811 whole entry, looked up): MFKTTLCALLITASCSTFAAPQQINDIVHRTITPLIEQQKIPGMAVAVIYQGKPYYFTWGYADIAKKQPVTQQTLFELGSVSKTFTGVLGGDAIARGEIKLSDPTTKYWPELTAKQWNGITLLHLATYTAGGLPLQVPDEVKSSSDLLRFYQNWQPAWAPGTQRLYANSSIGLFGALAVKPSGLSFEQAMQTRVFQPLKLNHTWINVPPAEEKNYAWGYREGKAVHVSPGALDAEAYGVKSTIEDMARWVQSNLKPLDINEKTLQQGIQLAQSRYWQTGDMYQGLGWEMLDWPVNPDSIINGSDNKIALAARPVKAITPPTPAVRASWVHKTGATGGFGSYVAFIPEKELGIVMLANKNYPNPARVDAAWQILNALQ
#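 20 mM phosphate pH 7.0 + 0.01% (detergent screen) or 0.0001% Triton X-100; 5.3 nM AmpC reagent; cpd preinc 15 min RT; nitrocefin (800 uM stock) to start; A480 q20 s × 4 min; Activity was normalised to no-enzyme and no-compound control wells.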
# HCV inhibitor – HCV inhibition. 3.4% of 340,000 active. Potency, µM (doses to about 41.8 µM), without a hit: at the top dose activity change, negative = inhibition, hits mostly inhibitors. Huh7.5.1 HCVcc-Cre infection, luciferase reporter, 44 h; also: potency is read from the fitted curve at half-maximal effect
#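 A cell-based infection assay in which seeded cells (1,000 per well) receive test compound after 4 h, are inoculated with HCVcc-Cre at approximately 0.5 moi, and are incubated 44 h before luminescence detection.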
# LmPK inh – blocks Leishmania mexicana pyruvate kinase activity. purified LmPK, Kinase-Glo ATP luminescence, 1 h. Potency, µM (top dose mostly 57.5 µM), for inactives: at the highest dose activity change, negative = inhibition, actives largely listed as inhibitors. 0.37% of 290,000 active. AID 1721; also: potency is read from the fitted curve at half-maximal effect
# Target sequence (Q27686 whole entry, looked up): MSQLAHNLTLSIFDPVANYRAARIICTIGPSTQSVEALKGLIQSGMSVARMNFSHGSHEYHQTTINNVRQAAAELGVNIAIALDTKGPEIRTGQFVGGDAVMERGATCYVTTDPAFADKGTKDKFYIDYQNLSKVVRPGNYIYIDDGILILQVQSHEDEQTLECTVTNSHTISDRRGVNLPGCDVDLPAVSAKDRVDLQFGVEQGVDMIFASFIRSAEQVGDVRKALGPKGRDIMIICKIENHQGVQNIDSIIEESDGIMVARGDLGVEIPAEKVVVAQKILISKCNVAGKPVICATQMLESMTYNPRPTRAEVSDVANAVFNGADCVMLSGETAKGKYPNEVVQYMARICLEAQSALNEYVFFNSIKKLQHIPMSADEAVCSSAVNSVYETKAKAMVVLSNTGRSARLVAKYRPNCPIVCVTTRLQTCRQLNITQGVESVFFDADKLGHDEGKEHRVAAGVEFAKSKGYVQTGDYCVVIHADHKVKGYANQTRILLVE
#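 qHTS format; LmPK 0.1 nM; substrates PEP 0.5 mM and ADP 0.1 mM. One-hour room-temperature incubation, then coupled luciferase luminescence; 0.5 nM enzyme wells mark activation.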
# Tb PYK inh – inhibitors of Trypanosoma brucei pyruvate kinase; Q57TT1; TbPYK enzyme, Kinase-Glo Plus ATP luminescence, 45 min; Potency, µM (top dose mostly 76.8 µM), without a hit: top-dose activity, negative = inhibition, actives largely listed as inhibitors; 0.12% of 410,000 active; AID 624173; also: potency is read from the fitted curve at half-maximal effect; nearly all actives have a fitted effect of over 50% in size
#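 Luminescent Kinase-Glo Plus end-point after 45 min room-temperature reaction of T. brucei pyruvate kinase started with 130 uM ADP (final). Buffer TEA 50 mM pH 7.2 with KCl, MgCl2, BSA, Tween-20; titration-based qHTS with fitted concentration-effect curves.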
# HCMV inh – human cytomegalovirus inhibition; 4.5% of 410,000 active; HFF cells, HCMV-luciferase reporter, 72 h; stronger effect = lower value; activity change, negative = inhibition, % at 57.5 µM; in the data active = activity change below about -60%; inconclusive = no clear call, values can overlap the other calls; inactive = above about -39%
#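 Cell-based, HFFs, 1000 cells/well, 16 h 37C; cpds in DMSO + HCMV-luc, MOI 1 PFU/cell; 72 h 37C; OneGlo luminescence after 5 min RT; norm. to buffer vs Salinomycin 10uM.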
# AmpC inh no detg – inhibitors of E. coli AmpC beta-lactamase without detergent; P00811; AmpC nitrocefin hydrolysis, absorbance 480 nm, 0.0001% Triton; Potency, µM (doses to about 57.1 µM), inactives show top-dose activity change, negative = inhibition, most hits filed as inhibitors; 0.52% of 330,000 active; AID 485341;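 also: potency is read from the fitted curve at half-maximal effect; plate controls were no compound for no effect and no enzyme for full effect; nearly all actives have a fitted effect of over 20% in size; some results filed as inactive show a strong effect at the top dose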
#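 20 mM phosphate pH 7.0 + 0.01% (detergent screen) or 0.0001% Triton X-100; 5.3 nM AmpC reagent; cpd preinc 15 min RT; nitrocefin (800 uM stock) to start; A480 q20 s × 4 min; Activity was normalised to no-enzyme and no-compound control wells.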
# An asterisk follows results filed as active; ? = inconclusive; / = not tested or not shown; & = joins results of further samples; [ ] = dose if it differs, or a comment. Unless noted, calls follow the shape of the dose curve; as a rule, active = well fitted curve in the direction sought with a large enough effect; inconclusive = small, poorly fitted or top-dose-only effect, or another doubt; inactive = no such curve, though single readings can be large; an effect the other way counts as inactive or inconclusive. Unless noted, % is scaled to controls: 0 for no effect and ±100 for the full control effect.
SMILES,AMA1 RON2 block,AmpC inh detg,HCV inhibitor,LmPK inh,Tb PYK inh,HCMV inh,AmpC inh no detg
Cc1ccc(-c2nnn(CC(=O)N(CC(=O)NC(C)C)c3cnc4ccccc4c3)n2)o1,-7%,?,-3%,-8%,6%,2,2%
Cc1nc2c([nH]c3ccccc32)c(=O)n1N,-2%,-2%,17%,-14%,-3%,117,-20%
O=c1cc(-c2cccnc2)oc2c1ccc1ccccc12,-1%,-8%,-76%,2%,1%,-35,-26%
Cc1cccc(C)c1NC(=S)N1CCOCC1,-5%,-10%,13%,0%,1%,30,-5%
COc1ccccc1CNC(=O)C(CC(C)C)NS(=O)(=O)c1ccc2c(c1)oc(=O)n2C (stereo unspecified),0%,17%,2%,1%,2%&1%,-14&-2,-18%
Cc1ccccc1-n1c(N)cc(=O)[nH]c1=S,-5%,-1%,-6%,-7%,-7%,-30,-17%
COCc1cc(C)nc(SCC(=O)NCC2CCCO2)c1C#N (stereo unspecified),-16%,-3%,-2%,1%,-4%,-22,0%
CCc1ccc(OCC(=O)Nc2ccc(S(=O)(=O)Nc3ccccn3)cc2)cc1,18%,-4%,4%,-2%,-2%,-2,-37%
CN(C(=O)c1ccc2c(c1)N(Cc1ccc(F)cc1)C(=O)c1ccccc1S2(=O)=O)C1CCCCC1,/,17%,/,/,4%,-5,/
COc1ccc(CCNCCC(c2ccccc2)c2ccccc2)cc1OC,-14%,/,/,/,0%,24,/
COc1ccc(S(=O)(=O)CCC(=O)Nc2cc(C)ccc2OC)cc1,-6%,1%,0%,19%,-19%,-5,-2%
CCN1/C(=C(\O)c2ccccc2)C(=O)c2ccccc2S1(=O)=O,?,-5%,6%,-3%,3%,-88*,-35%
O=C(CNS(=O)(=O)c1ccc(Br)s1)N1CCN(c2ccc(F)cc2)CC1,-16%,-1%&-3%,-15%,-2%,-6%&-3%,-25&-31,-7%
COc1c(C)cc(C(=O)C2CCCN(Cc3ccc(Oc4ncccn4)cc3)C2)cc1C (stereo unspecified),-7%,-4%,?,-3%,2%,-83*,154%[activator]
Cc1ccc2nc(-c3cccc(S(=O)(=O)N4CC(C)OC(C)C4)c3)cn2c1 (stereo unspecified),-4%,-11%,?,7%,-19%,3,92%[activator]
CCc1ccccc1NC(=O)CCNS(=O)(=O)c1cc(Br)cnc1N,7%,1%,1%,0%,19%,3,-18%
COc1ccc(-c2cc(C(F)(F)F)nc(SCC(=O)NCc3ccc(Cl)cc3)n2)cc1,/,4%,/,/,5%,-17,/
CC1CC(C)CN(C(=O)c2cc3c(=O)n4ccccc4nc3s2)C1 (stereo unspecified),50%[activator],-1%,4%,-3%,1%,6,32%
COc1ccc(/C=N/NC(=O)c2nnn(-c3nonc3N)c2-c2cccs2)c(OC)c1,17%,-1%,-28%,-3%,-1%,0,-43%
O=C(NCc1nc(-c2ccccc2)no1)c1ccc(Br)o1,-3%,-9%,-20%,-3%,-7%,22,-36%
COc1cccc(OC)c1C(=O)OCC(=O)N(c1ccccc1)C1CCCCC1,2%,-11%,?,/,2%,-2,58%
COc1cccc(N(CC(=O)NCCN2CCOCC2)S(=O)(=O)c2ccccc2)c1,0%,-20%,9%,/,8%,-36,-5%
CC(=O)Nc1ccc(NC(=O)C(C)OC(=O)c2c(NC(C)=O)sc(C)c2C)cc1 (stereo unspecified),-1%,-3%,-22%,/,-2%,-16,-29%
COc1ccccc1C(=O)NC1CCSc2ccccc21 (stereo unspecified),5%,3%,-12%,-1%,-14%,45,-16%
O=C(CN1C(=O)C2(SCC(=O)N2c2ccccc2)c2ccccc21)NCc1ccccc1 (stereo unspecified),/,20%,/,/,3%,24,/
Cc1ccc(SCCNC(=S)Nc2cc(C)ccc2C)cc1,50%[activator],0%,-24%,2%,0%,-29,-38%
CN1CCN(c2cc(=O)n(Cc3ccc(F)cc3)c(=O)[nH]2)CC1,19%,2%,10%,5%,?,-4,0.56µM*
COc1ccc(C(=O)COC(=O)c2ccccc2C(=O)N(C)c2ccccc2)c(OC)c1,-9%,-18%,?,/,-2%,3,88%[activator]
CC(=O)Nc1cccc(NC(=O)CSc2n[nH]c(-c3ccccc3)n2)c1,-1%,-5%,?,/,-2%,-21,-32%
Clc1ccc(NCc2nnc3n2CCCCC3)cc1,1%,-7%,6%,-7%,2%,-99*,-19%
COc1ccc2oc(=O)c(C(=O)n3ccc(C)n3)cc2c1,6%,-9%,17%,-5%,0%,11,-24%
Cc1ccc(-c2nnc(OCCN3CCOCC3)c3ccccc23)cc1,11%,?,-9%,0%,-4%,-16,104%[activator]
CSc1ccc(CN2CCC(Cc3ccccc3)CC2)cc1,?,-2%,?,0%,2%,13,37%
COc1ccc(C2CC(c3cccs3)=NN2C(=O)CSc2nc3ccccc3s2)cc1 (stereo unspecified),3%,2%,-3%,6%,-13%,-29,-35%
Cn1c(=O)c2c(SCC(=O)Nc3ccccc3F)nc(C3CC3)nc2n(C)c1=O,8%,-3%,/,-10%,-1%,-17,-10%
COC(=O)c1cc(=O)n(Cc2ccc(OC)c(OC)c2)c(=Nc2ccc(F)cc2)s1,-30%,-8%,11µM*,5%,-6%,-36,21%
CC1CCCN(S(=O)(=O)c2ccc(NC(=O)C3CC(=O)N(c4ccccc4)C3)cc2)C1 (stereo unspecified),-7%,4%,?,-3%,1%,?,-15%
CS(=O)(=O)c1ccc2nc(NC(=O)CN3CCOCC3)sc2c1,3%,-3%,-11%,4%,0%,10,-8%
CCOC(=O)C1(Cc2ccc(OC)cc2)CCN(C(=O)C2CC(=O)N(C3CC3)C2)CC1 (stereo unspecified),-14%,5%,4%,1%,1%,3,68%[activator]
O=C(NC1CC1)C1CCN(C2CCN(C(=O)Cc3ccc(F)cc3)CC2)CC1,8%,-4%,-16%,-4%,-1%,-27,-11%
CSc1ccc(C(=O)C2CCCN(C(=O)c3csc(C(C)=O)c3)C2)cc1 (stereo unspecified),5%,-8%,0%,-1%,-6%,-7,-10%
CCC(=O)N1CC(=O)Nc2ccc(F)cc2C1c1ccccc1 (stereo unspecified),7%,?,20%,11%,0%,-16,-8%
CCOc1ncccc1C(=O)N1CCN(C(=O)c2ccccc2)CC1,5%,11%,4%,1%,3%,?,-8%
COc1cc(OC)cc(-c2cc3nc(C)c(CCC(=O)Nc4ccc(F)c(Cl)c4)c(C)n3n2)c1,/,15%,/,/,3%,-62*,/
Cc1c(NC(=O)CN(c2ccccc2)S(=O)(=O)c2ccc(F)cc2)c(=O)n(-c2ccccc2)n1C,2%,4%,-1%,1%,-9%,?,35%
Cc1cccc(C)c1NC(=O)C1c2ccccc2OCC(=O)N1CCc1c[nH]c2ccccc12 (stereo unspecified),-8%,/,/,/,-5%,17,/
COc1ccccc1NS(=O)(=O)c1cc(NC(=O)C2CCCO2)ccc1C (stereo unspecified),-3%,/,15%,/,-10%,-23,-30%
CN(C)/N=C/c1cc(Cl)cc([N+](=O)[O-])c1O,?,-11%,31%[activator],-9%,-5%,-38,-14%
CCOc1ccc(C(=O)c2cn(Cc3ccccc3OC)c3ccc(F)cc3c2=O)cc1,/,12%,/,/,-7%,-39,/
COc1ccc(-n2c(=O)c3ccccc3n(CC(=O)NCc3ccco3)c2=O)cc1,0%,3%,31%[activator],-1%,1%,?,-9%
Cc1cc2nc(CO)[nH]c2cc1C,16%,1%,1%,-3%,2%,-26,-44%
O=C(CN(Cc1ccccc1)S(=O)(=O)c1ccc(Br)cc1)N/N=C/c1ccccc1C(=O)O,11%,4%,8%,3%,-2%,0,-45%
O=C(NCc1ccc(Cl)cc1)c1ccc2ccccc2n1,6%,?,-18%,1%,3%,16,-23%
O=C(c1ccc2c(c1)CCN2S(=O)(=O)c1ccccc1)N1CCN(c2cccc(Cl)c2)CC1,/,19%,/,/,2%,-6,/
Cc1cc(C)n2nc(C(=O)OCC(=O)N3C(C)CCCC3C)nc2n1 (stereo unspecified),4%,-18%,-2%,/,-1%,-17,-12%
CCCCc1c(-c2ccccc2OC)ncn1CCc1ccc(Cl)cc1,-12%,/,/,/,-2%,-12,/
O=C(O)c1cc(-c2ccc(Cl)cc2)n(-c2ccc(F)cc2)n1,-2%,10%,-14%,6%,-2%,-22,-23%
CCC(Sc1ncccc1C(=O)Oc1ccccc1Cl)C(=O)Nc1ccccc1OC (stereo unspecified),/,3%,/,/,-2%,-21,/
c1ccc(-c2nc(N3CCOCC3)c3ccccc3n2)nc1,106%[activator],?,?,0%,-3%,?,-6%
COc1ccc(CN(C(=O)Cc2cccs2)C(C(=O)NC2CCCC2)c2ccncc2)cc1 (stereo unspecified),2%,-14%,-2%,1%,3%,4,37%

# Exported bar-delimited: entries from further up.
canonical_smiles | AMA1 RON2 block | AmpC inh detg | HCV inhibitor | LmPK inh | Tb PYK inh | HCMV inh | AmpC inh no detg
O=C(c1ccc2c(c1)CCN2S(=O)(=O)c1ccccc1)N1CCN(c2cccc(Cl)c2)CC1 | / | 19% | / | / | 2% | -6 | /
O=C(NCc1ccc(Cl)cc1)c1ccc2ccccc2n1 | 6% | ? | -18% | 1% | 3% | 16 | -23%
COc1ccc(-n2c(=O)c3ccccc3n(CC(=O)NCc3ccco3)c2=O)cc1 | 0% | 3% | 31%[activator] | -1% | 1% | ? | -9%
c1ccc(-c2nc(N3CCOCC3)c3ccccc3n2)nc1 | 106%[activator] | ? | ? | 0% | -3% | ? | -6%
Cc1cc2nc(CO)[nH]c2cc1C | 16% | 1% | 1% | -3% | 2% | -26 | -44%

# Remaining list, next part
SMILES,AMA1 RON2 block,AmpC inh detg,HCV inhibitor,LmPK inh,Tb PYK inh,HCMV inh,AmpC inh no detg
Cc1ccccc1CNC(=O)CN1C(=O)CCCc2ccccc21,/,0%,/,/,-9%,19,/
Cc1ccc(C)c(N2CCN(C(=O)Cn3ncc4ccsc4c3=O)CC2)c1,/,0%,/,/,6%,?,/
CCOP(=O)(OCC)C(Nc1ccccn1)c1ccccc1 (stereo unspecified),-5%,?,8%,-4%,2%,-28,-5%
CCCn1cc(SCC(=O)NCc2ccc3c(c2)OCO3)c2ccccc21,0%,?,?,6%,-22%,-1,?
O=C1NC(=Nc2cccc(O)c2)S/C1=C\c1cccc([N+](=O)[O-])c1,-3%,-11%,36%[activator],-5%,-4%,-69*,-34%
CC(=O)Nc1ccc(S(=O)(=O)N(C)CC(=O)Nc2cccc(S(=O)(=O)N3CCCC3)c2)cc1,2%,-7%,?,/,8%,-21,?

# Rows were taken by chance (roughly 7.5% active in at least one column).
